Screens: PubChem BioAssay, National Center for Advancing Translational Sciences (NCATS)
HCV inh – HCV inhibition; Huh7.5.1 HCVcc-Cre infection, luciferase reporter, 44 h; Potency, µM (highest dose often 41.8 µM), for inactives: top-dose activity change, negative = inhibition, actives largely listed as inhibitors; 3.4% of 340,000 active; active means well fitted inhibition curve with a large enough effect; inconclusive means small, poorly fitted or top-dose-only effect, or another doubt; inactive means no such curve, though single readings can be large or run the other way
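HCVcc-Cre virus at an moi near 0.5 was added right after compound to cells cultured 4 h from seeding (1,000 cells/well). Luciferase activity was determined 44 h later, 15 min after substrate addition at RT.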
Active calls of the source: *; ? = inconclusive; [ ] = another dose, or the depositor's remark. On the % scale 0 is the no-effect control and ±100 the full control effect; potency means the concentration at half of the fitted maximal effect. These rows are one share of the data; count on the stated rates, not on these rows.

The first 3 records, ahead of the listing:
SMILES | HCV inh
CN(C(=O)c1ccc(NC(=O)Cc2ccc(NC(=O)C3CCN(C(=O)C4CCCCC4)CC3)cc2)cc1)C1CCCC1 | 0.5%[8.37 µM]
O=C1NC(=O)C(=Cc2ccccc2[N+](=O)[O-])C(=O)N1 | 32.0%[activator]
CN1CC(Br)C(=O)NC1=O (centres undefined) | 15.1%

The list itself, from the start:
SMILES | HCV inh
CN(C(=O)c1ccc(NC(=O)Cc2ccc(NC(=O)C3CCN(C(=O)C4CCCCC4)CC3)cc2)cc1)C1CCCC1 | 0.5%[8.37 µM]
O=C1NC(=O)C(=Cc2ccccc2[N+](=O)[O-])C(=O)N1 | 32.0%[activator]
CN1CC(Br)C(=O)NC1=O (centres undefined) | 15.1%
O=C1COc2ccc(C(=O)COC(=O)c3ccccc3Cl)cc2N1 | 13.4%
COc1ccc(C(=O)OCC(=O)c2ccc3c(c2)NC(=O)CO3)cc1[N+](=O)[O-] | ?
O=C(c1ccccc1NS(=O)(=O)c1ccc(F)cc1F)N1CCCCC1 | 2.2%
CC(C)(C)c1ccc(C(=O)NNC(=O)CNC(=O)c2cccs2)cc1 | 9.1%
CC(C)Cn1c(SCC(=O)Nc2ccc(Cl)cc2F)nc(O)cc1=O | 30.9%[activator]
COc1ccccc1NS(=O)(=O)c1cc(NC(=O)COc2ccccc2F)ccc1N1CCOCC1 | ?
CC(C)[C@H](N)C(=O)NC[C@H]1O[C@@H](n2cnc3c(N)ncnc32)[C@H](O)[C@@H]1O | 1.9%
CCC(C)(O)C(=O)N[C@H]1CCCN1C(=O)/C=C/c1ccccc1 (some centres undefined) | 11.2%
O=C(Cn1c(NCCCO)nc2ccccc21)c1cccs1 | 14.4%
Cc1ccc(C2=NOC(C)(c3nnc(-c4cccc(Cl)c4)o3)C2)cc1 (centres undefined) | -26.1%[8.37 µM]
COc1ccc(-c2cc(CCC(=O)N3CCN(c4cc(C)ccc4C)CC3)[nH]n2)cc1 | ?
Cc1ccccc1C(=O)NCC(=O)NC1CC1 | 18.3%
CC1CCCC(NC(=O)COC(=O)CCC(=O)c2cccs2)C1C (centres undefined) | 0.1%
O=C(CCl)N1c2ccccc2Oc2ccc3ccccc3c21 | ?
CC(Sc1nnc(CN2CCCC2)n1Cc1ccccc1)C(=O)Nc1ccc(F)c(F)c1F (centres undefined) | ?
COC(=O)C1=C2c3[nH]c4ccccc4c3CCN2C(=O)CC1 | ?
Cc1ccc(C=NNC(=O)c2cc(-c3cccnc3)nc3ccccc23)o1 | -8.2%
CCC1Nc2ncnc(N3CCOCC3)c2N(Cc2ccc(Cl)cc2)C1=O (centres undefined) | 5.1%
O=c1[nH]n(-c2ccccc2)c(=O)cc1Cl | -4.3%
CCOC(=O)c1cc2c(c(CCO)n1)[C@@H](CCO)N(S(=O)(=O)C(C)(C)C)C2 | -3.5%
CCOC(=O)C(=O)NC1CC=CCC1c1ccc2c(c1)OCO2 (centres undefined) | 12.8%
C[C@@]12C(=O)N(c3ccc(Cl)cc3)C(=O)N1[C@@H]1c3ccccc3OC[C@@H]1[C@H]2c1ccccc1 | ?

Quoted at random: three entries already listed
SMILES | HCV inh
CCOC(=O)C(=O)NC1CC=CCC1c1ccc2c(c1)OCO2 (centres undefined) | 12.8%
O=c1[nH]n(-c2ccccc2)c(=O)cc1Cl | -4.3%
CC(C)[C@H](N)C(=O)NC[C@H]1O[C@@H](n2cnc3c(N)ncnc32)[C@H](O)[C@@H]1O | 1.9%

(next part)
SMILES | HCV inh
CCCCOC(=O)Cn1c(=N)n(CCN2CCOCC2)c2ccccc21 | 14.1%
CC1(C)CC(=O)C(c2ccccc2)(c2ccccc2)C(=O)C1 | 13.1%
Cc1c(C(=O)N2CCCCC2)sc(NC(=O)C23CC4CC(CC(C4)C2)C3)c1C#N | 15.9%
COc1ccc(CCNC(=O)COC(=O)CSc2ccc(C(N)=O)cc2[N+](=O)[O-])cc1OC | 10.9%
Cc1cc(NC(=O)COC(=O)c2ccccc2O)no1 | 6.6%
O=C(Nc1ccccc1)c1nc[nH]c1C(=O)NCCCNC(=O)c1[nH]cnc1C(=O)Nc1ccccc1 | 21.6%
COc1cc2c(c(OC)c1OC)-c1ccc(SC)c(=O)cc1C(N)CC2 (centres undefined) | -10.0%
COC(=O)[C@]1(C)N[C@H](CN(C)C(=O)C2CCCCC2)[C@@H]2C(=O)N(C)C(=O)[C@@H]21 | 46.1%
O=C1OCC(CC2=C(O)C(=O)OC2)=C1O | 7.4%
CCOC(=O)NC1=NCC(C)(C)S1 | 26.6%
Cc1cn(C2CCCCC2)c(=O)n(-c2ccccc2)c1=O | 11.2%
COc1ccc([C@@H](O)[C@@H](N)c2ccccc2)cc1 | 24.0%
S=c1nc[nH]c2c1ncn2-c1ccccc1 | 7.5%
C#C[C@]1(O)CCC2C3C(=O)C=C4C(Cl)=CCC[C@]4(C)C3CC[C@@]21C (some centres undefined) | 4.2%
CC(=O)NC12CC3CC(C1)CC(C(=O)N1CCN(S(=O)(=O)c4cccc([N+](=O)[O-])c4)CC1)(C3)C2 | 2.5%
CN(C)S(=O)(=O)c1ccc(C(=O)N2CCN(S(=O)(=O)c3ccc4c(c3)OCCO4)CC2)cc1 | -0.2%
C#CCN1C=CC(=O)[C@@H](OC(=O)Nc2ccccc2Br)[C@H]1c1ccccc1Br | 3.1%[8.37 µM]
Oc1ccccc1C=NN=Cc1c(O)ccc2ccccc12 | -2.8%
COc1ccccc1C(=O)COC(=O)COc1ccc(C#N)cc1 | 12.2%
CS(=O)(=O)N1Cc2ccccc2CC1C(=O)OCC(=O)NCCc1ccc(S(N)(=O)=O)cc1 (centres undefined) | -2.5%
Nc1ccccc1C#Cc1cnccn1 | ?
COc1ccccc1-c1sc2ccccc2c1C#Cc1ccc(N(C)C)cc1 | 4.6%
C[C@H]1CCC[C@]2(O[C@@H](CCO)C[C@@H](O)[C@@H]2O)O1 | 10.6%
CCN(CC)C1Oc2cc3c(cc2C(c2cc(OC)c(OC)c(OC)c2)C1C)OCO3 (centres undefined) | 33.7%[activator]
COC(=O)[C@]1(C)N[C@H](CN(C)C(=O)c2ccc(C)cc2)[C@@H]2C(=O)N(Cc3ccccc3)C(=O)[C@@H]21 | 0.9%
(further entries)
SMILES | HCV inh
CC(C)(C)S(=O)(=O)N1Cc2cc(=O)n(Cc3ccccc3)c(CCO)c2[C@@H]1CCO | 22.3%
COC(=O)c1cccc(F)c1C(=O)c1cccc2ccccc12 | -24.3%
Cc1ccc(S(=O)(=O)N2CCOCC2)cc1NCC(=O)Nc1ccc(OC(F)(F)F)cc1 | 30.4%[activator]
O=C(COc1c(F)c(F)cc(F)c1F)NNC(=O)CC1CCS(=O)(=O)C1 (centres undefined) | 12.1%
COc1ccc(CN(C)CCCn2cnc3c(OCc4ccccc4)ncnc32)cc1OC | ?
CCN1C[C@@H]2[C@@H]3C(=O)N(Cc4ccccc4)C(=O)[C@@H]3[C@](CC)(C1=O)N2C(=O)c1ccccc1 | 16.8%
C#CCOCCOCCOCCNc1nc(N2CCN(C(=O)[C@H](CCCN=C(N)N)n3cc(C(N)[C@@H](C)CC)nn3)CC2)nc(N2CCN(C(=O)[C@H](CCC(=O)O)n3cc([C@@H](N)CC(N)=O)nn3)CC2)n1 (some centres undefined) | 4.2%
CC1CCCCC12NC(=O)N(CC(=O)NCCc1ccccc1)C2=O (centres undefined) | 6.1%
COc1ccc(CCNC(=O)COC(=O)Cc2ccccc2F)cc1 | 15.8%
COc1ccc(CN2CCN(C(=O)c3ccccc3C(=O)c3ccccc3)CC2)cc1OC | -8.8%
CC(C)(C)OC(=O)C[C@@H]1C/C=C\C[C@@H](CC(=O)N(CCO)Cc2ccccc2)C(=O)N[C@H](Cc2ccccc2)COC1=O | 14.1%
Cc1ccccc1Oc1ccc2c(c1)[C@@H]1C[C@H](N(C)C(=O)c3ccc(C#N)cc3)[C@H]([C@H](C)O)C(=O)N1CC2 | -9.7%[8.37 µM]
CN(C)S(=O)(=O)c1cccc(NC(=O)CCCC2CCCCC2)c1 | ?
O=C1CCC/C=C/C[C@H](CC(=O)N(CCO)Cc2ccccc2)C(=O)N[C@@H](Cc2ccccc2)CO1 | 5.8%
Cc1nc2ccc(C(=O)Nc3ccc(N(C)C)cc3)cc2s1 | 5.3%
COc1ccc(C(=O)Nc2cccc(S(=O)(=O)NC3=NCCC3)c2)cc1OC | 9.4%
COc1ccccc1N1CCN(CCc2c[nH]c3cc4c(cc23)OCO4)CC1 | ?
CC1(c2nnc(-c3ccncc3)o2)CC(c2cccnc2)=NO1 (centres undefined) | 9.1%
Cc1c(C(=O)N2CCN(c3ncccn3)CC2)oc2ccc(F)cc12 | -7.8%
Cc1cccc2c(=O)n3c(cc12)-c1[nH]c2ccccc2c1CC3 | -15.6%
COc1ncccc1-c1nnn(-c2ccccc2Br)n1 | -21.8%
COC(=O)c1ccccc1NC(=O)CN(c1ccccc1)S(=O)(=O)N(C)C | 14.5%
COc1ccccc1C=NNC(=O)c1ccccc1OCCOc1ccccc1 | ?
COc1cc(-c2nc3ccccn3c2/N=C/c2cc(OC)c(OC)c(OC)c2)ccc1O | 39.3%[activator]
Cc1ccc(S(=O)(=O)N2CCOCC2)cc1C(=O)OCC(=O)c1c(N)n(C)c(=O)n(C)c1=O | 0.9%
(continued)
SMILES | HCV inh
Cc1cc(-c2ccccc2)nc2c(Br)c(C(=O)O)nn12 | 8.2%
Cc1ccc(Cn2c(C(CO)Nc3nc(-c4ccc(F)cc4)cs3)nc3ccccc32)cc1 (centres undefined) | ?
OC(CN1CCCCC1)c1ccc2c3c(cccc13)CC2 (centres undefined) | ?
CC(C)(C)OC(=O)C[C@H]1C/C=C\C[C@H](CC(=O)N[C@H](CO)Cc2ccccc2)C(=O)N2CCC[C@@H]2COC1=O | -6.3%
O=C(O)c1ccc(NCc2nc3cc4ccccc4cc3[nH]2)cc1 | 10.1%
O=C(Nc1cccc2ccccc12)OCc1ccccc1 | -15.0%
COc1ccc(C(O)Cc2nccn2C)cc1 (centres undefined) | 24.5%
COc1ccc2c(c1)c(CCNNC(=O)C(C)(C)C)c(C)n2C(=O)c1ccc(Cl)cc1 | ?
Nn1c(SCC(=O)Nc2ccc3c(c2)CCC3)nnc1C1CC1 | ?
CC(C)(C)N1[C@@H](CC(=O)O)c2cc(C(F)(F)F)ccc2S1(=O)=O | 29.0%
O=C(CSc1ncccn1)Nc1ccc(Cl)c(S(=O)(=O)N2CCOCC2)c1 | ?
CCOC(=O)C1=CN(Cc2cccc(-c3cccnc3)c2)S(=O)(=O)N(CC)C1C (centres undefined) | ?
Cc1ccnn1-c1ccc(C(=O)NCc2ccccc2CN2CCOCC2)cc1 | -16.0%
CN(c1ccccc1)S(=O)(=O)c1cccc(C(=O)NCCc2c[nH]c3ccccc23)c1 | 10µM*
C=CC[C@]12CC=CC(=O)[C@@]1(O)O[C@H](c1ccc(OC)c(OC)c1)[C@H]2C | -22.4%
COc1ccc(S(=O)(=O)N2CCN(C(=O)c3cc4c(s3)CCC4)CC2)cc1 | -12.7%
c1cnc2nc3c4ccccc4c4ccccc4c3nc2c1 | 2.82µM*
NN=C(c1ccccc1)c1ccccc1 | 10.0%
C[C@@H]1CN([C@H](C)CO)C(=O)c2cc(NS(=O)(=O)c3ccc(F)cc3)ccc2O[C@@H]1CN(C)Cc1ccc(Cl)c(Cl)c1 | 6.31µM*
O=C(COc1ccc(C(=O)c2ccccc2)cc1)Nc1ncccc1O | -6.5%
Oc1ccc(C=NNC(=S)Nc2cccnc2)nc1 | ?
COc1ccc(C(=O)C=Cc2cccs2)c(O)c1 | 3.3%
O=C(CCc1nc(-c2ccc(F)cc2)no1)NCc1ccccc1CN1CCOCC1 | -19.0%
COc1ccc2c(c1)CCC1C2CCC2(C)C(O)C(=O)CC12 (centres undefined) | -0.9%
O=C(NCc1nc2ccccc2[nH]1)C1=C[C@H](C2CCCCC2)C[C@H](OCCCCO)O1 | ?
(listing goes on)
SMILES | HCV inh
COc1ccccc1N1C(=O)C(=O)N(C)C1=O | 20.9%
Cc1cccc(NC(=O)c2cccc(S(=O)(=O)Nc3c(C)n(C)n(-c4ccccc4)c3=O)c2)c1 | 2.0%
O=C(COC(=O)/C=C/c1ccc(Cl)cc1)NC1CC1 | 5.7%
CN1CCN(C(=O)c2cnn(-c3ccccc3)c2NC(=O)c2ccc(Br)cc2)CC1 | 5.6%
CCN(C[C@H]1N[C@@](CC)(C(=O)OC)[C@H]2C(=O)N(C)C(=O)[C@@H]12)C(=O)Nc1ccc(Cl)cc1 | 17.2%
O=C(COC(=O)Cc1ccc(Cl)cc1)NCc1ccco1 | 22.5%
CN(CCO)c1ccc(C=NNc2ccc([N+](=O)[O-])cc2S(=O)(=O)Nc2ccccc2C(=O)O)cc1 | 19.2%
COc1cc2nc(-c3cccs3)oc(=O)c2cc1OC | -0.5%
Nn1c(SCC(=O)NC2CCCc3ccccc32)nnc1C1CC1 (centres undefined) | -12.4%
CC1(C)Oc2cc3oc(=O)ccc3cc2C[C@@H]1O | 2.1%
O=C(NCc1ccccn1)c1c(-c2ccccc2)sc2ccccc12 | ?
O=[N+]([O-])c1ccccc1N=Nc1ccc(O)cc1O | -4.7%
CC(C)[C@H](NC(=O)OCc1ccccc1)C(=O)OCC(=O)c1ccccc1 | 6.8%
COc1cc(OC)c(N(C)C(=O)c2cc3c(s2)-c2ccccc2S(=O)(=O)C3)cc1Cl | 22.4µM*
NS(=O)(=O)c1cnccc1Nc1cccc(Br)c1 | -0.5%
Cc1ccc(NC(=O)CN2C(=O)NC3(CCCCC3)C2=O)cc1S(=O)(=O)N1CCOCC1 | 7.0%

An excerpt from above in order of molecular weight, ascending:
SMILES | HCV inh
O=[N+]([O-])c1ccccc1N=Nc1ccc(O)cc1O | -4.7%
O=C(COC(=O)/C=C/c1ccc(Cl)cc1)NC1CC1 | 5.7%
Nn1c(SCC(=O)NC2CCCc3ccccc32)nnc1C1CC1 (centres undefined) | -12.4%
O=C(NCc1ccccn1)c1c(-c2ccccc2)sc2ccccc12 | ?
